# Screens from PubChem BioAssay.
# GDH-TPI inh: counter-screen for M. tuberculosis FBA inhibitors: GDH-TPI coupled enzymes | AID 588335 | 360,000 tested, 1.2% active | GDH-TPI coupled enzyme counterscreen, NADH absorbance | inhibition, % at 4.8 µM;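 note: 0% = DMSO wells and 100% = wells lacking the enzyme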
# Mtb UGM inh: inhibitors of M. tuberculosis UDP-galactopyranose mutase; 320,000 tested, 0.06% active; purified UGM, fluorescence polarization probe displacement; P9WIQ1; inhibition, % at 10 µM; in the data active = inhibition above about 10%, passing the limit was not always enough; inconclusive = no clear call, values can overlap the other calls
# FadD28 FP inh: inhibitors of Mycobacterium tuberculosis FadD28 bisubstrate binding. 360,000 tested, 0.22% active. inhibition, % at 12.5 µM. FadD28 bisubstrate probe binding, fluorescence polarization; in the data active = inhibition above about 8.5%, passing the limit was not always enough; inconclusive = no clear call, values can overlap the other calls
# VHR inh abs: DUSP3 (human) phosphatase inhibition; inhibition, % at 13.3 µM; 290,000 tested, 0.52% active; AID 1654; P51452; recombinant VHR phosphatase, pNPP absorbance; in the data active = inhibition above about 50%; note: some compounds called inactive have numbers as strong as hits
# Target sequence (P51452 whole entry, looked up): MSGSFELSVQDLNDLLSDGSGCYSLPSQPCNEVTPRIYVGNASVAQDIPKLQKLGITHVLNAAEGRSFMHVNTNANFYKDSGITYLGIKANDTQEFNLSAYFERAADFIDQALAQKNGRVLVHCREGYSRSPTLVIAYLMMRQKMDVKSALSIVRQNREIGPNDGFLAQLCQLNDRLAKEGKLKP
# BoNT F protease: BoNT F light chain protease inhibition | Multiplex microsphere protease cleavage assay, flow cytometry | 360,000 tested, 0.22% active | inhibition, % at 10 µM; in the data active = inhibition above about 35%, passing the limit was not always enough; inconclusive = no clear call, values can overlap the other calls; note: plate controls were buffer without enzyme for full effect and enzyme alone for no effect
# Rv3671c inh: inhibitors of M. tuberculosis serine protease Rv3671c | AID 2606 | inhibition, % at 5.96 µM | P9WHR9 | 320,000 tested, 0.048% active; in the data active = inhibition above about 38%;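 note: extracellular domain of Rv3671c used as enzyme; 0% = enzyme with DMSO and 100% = no enzyme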
# Target sequence (P9WHR9 whole entry, looked up, the tested form may be a part): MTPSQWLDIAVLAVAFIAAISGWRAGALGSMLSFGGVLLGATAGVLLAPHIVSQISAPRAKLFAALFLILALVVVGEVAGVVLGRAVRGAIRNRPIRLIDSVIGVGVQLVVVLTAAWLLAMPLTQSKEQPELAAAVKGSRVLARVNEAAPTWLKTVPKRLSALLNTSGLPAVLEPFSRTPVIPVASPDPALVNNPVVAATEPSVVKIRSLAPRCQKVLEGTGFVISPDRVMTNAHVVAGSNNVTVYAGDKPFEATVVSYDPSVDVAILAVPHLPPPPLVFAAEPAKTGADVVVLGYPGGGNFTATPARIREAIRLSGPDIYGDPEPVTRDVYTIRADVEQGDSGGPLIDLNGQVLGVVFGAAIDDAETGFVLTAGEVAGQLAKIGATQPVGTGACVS
# BioA inh: blocks M. tuberculosis BioA enzyme activity; purified M. tuberculosis BioA enzyme, plate reader; inhibition, % at 9.99 µM; 360,000 tested, 0.096% active; AID 602481; in the data active = inhibition above about 40%; inconclusive = no clear call, values can overlap the other calls
# CCHFV vOTU inh: CCHFV vOTU protease inhibition | Pep-AMC fluorescence | inhibition, % at 11.5 µM | 370,000 tested, 0.55% active; note: 0% = vehicle wells with enzyme and 100% = no enzyme wells
# MazEF act: activators of E. coli MazEF toxin-antitoxin RNase; FAM/BHQ RNA-DNA oligo cleavage fluorescence, 5 h; activation, % at 20 µM; 350,000 tested, 0.32% active; AID 504720; in the data active = activation above about 50%
# Target sequence (P0AE70 whole entry, looked up): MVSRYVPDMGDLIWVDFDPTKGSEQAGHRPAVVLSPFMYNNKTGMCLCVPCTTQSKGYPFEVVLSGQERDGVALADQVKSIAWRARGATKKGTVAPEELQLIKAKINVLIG
# Mtb FBA inh: Mtb fructose-bisphosphate aldolase inhibition | purified M. tuberculosis FBA, fluorescence read-out | inhibition, % at 1 µM | 360,000 tested, 2.3% active | AID 588726; in the data active = inhibition above about 27%;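 note: 0% = vehicle and 100% = reference inhibitor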
# Target sequence (P9WQA3 whole entry, looked up): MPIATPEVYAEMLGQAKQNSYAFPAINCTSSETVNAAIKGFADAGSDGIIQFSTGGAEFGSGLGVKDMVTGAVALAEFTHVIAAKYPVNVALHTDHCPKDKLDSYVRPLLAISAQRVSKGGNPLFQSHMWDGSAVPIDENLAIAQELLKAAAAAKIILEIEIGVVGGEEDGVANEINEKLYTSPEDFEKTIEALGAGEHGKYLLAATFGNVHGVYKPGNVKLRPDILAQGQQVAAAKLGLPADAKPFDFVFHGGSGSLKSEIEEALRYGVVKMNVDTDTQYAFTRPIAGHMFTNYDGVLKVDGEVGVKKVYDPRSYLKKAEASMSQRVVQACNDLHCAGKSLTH
# An asterisk follows results filed as active; ? = inconclusive; . = not tested or not shown; & = joins results of further samples; ! = repeats disagree. Cut-off read from the data, not from the text of the source, unless noted: active = inhibition above about 30%; inactive = the rest. Rows were taken by chance. About 4.9% of those tested had a hit in this group.
No.	SMILES	CCHFV vOTU inh	MazEF act	Mtb UGM inh	Mtb FBA inh	BioA inh	Rv3671c inh	VHR inh abs	BoNT F protease	GDH-TPI inh	FadD28 FP inh
1	CC(=O)Nc1ccc(NC(=O)C(C)OC(=O)c2ccccc2C(=O)c2ccc(Cl)c([N+](=O)[O-])c2)cc1 (configuration not stated)	0	1	.	-2	-0.5	14	-6	4	5	-2.4
2	Cc1cc(C)cc(NC(=O)CS(=O)(=O)c2ccccc2)c1	-7	9	1.8	0	1.9	2	13	?	-6	-1.3
3	CCN(CC)S(=O)(=O)c1cc(NS(=O)(=O)c2cccs2)ccc1C	2	3	-1.8	-3	-3.3	6	.	-2	3	0.9
4	COCCN(Cc1nc2ccccc2c(=O)[nH]1)C(=O)COc1ccccc1-c1ccccc1	3	-5	.	0	5.1	.	.	4	1	-4.3
5	COC(=O)c1ccccc1N/C=C1\CCc2c(c(C)nn2-c2ccccn2)C1=O	0	39	0.5	9	1.4	-10	20	-17	32*	0.0
6	C=CCn1c(SCC(=O)c2c(N)n(C3CC3)c(=O)[nH]c2=O)nnc1-c1ccc(OC)cc1	-5	0	.	-1	-1.5	.	.	?	-8	-1.3
7	COc1cc(OC)c(OC)cc1/C=N/Nc1ncnc2c1[nH]c1ccc(C)cc12	15	-19	-3.7	2	1.4	3	30	-1	4	-1.7
8	CCCOc1ccccc1C1CC(=O)NC(C)=C1C(=O)OCC(C)C (configuration not stated)	13	-1	-3.9	4	0.0	-4	15	1	11	1.8
9	COc1ccc(/C=N/NC(=O)c2nonc2C)cc1	17	1	2.3	-2	.	-10	10	0	10	1.0
10	CSc1nc2ccc3nc(NC(=O)c4cccs4)sc3c2s1	-19	-22	-2.0	3	-1.1	-33	28	-5	18	-1.9
11	O=C(CCn1ccc2ccccc21)Nc1ccc(N2CCOCC2)cc1	19	-9	1.8	0	.	2	11	-33	9	-1.3
12	Cc1ccc(SCc2nc3ccccc3n2CC(=O)Nc2c(C)cccc2C)cc1	8	-34	2.1	4	-0.8	-33	11	5	15	-3.8

# New compounds follow
No.	SMILES	CCHFV vOTU inh	MazEF act	Mtb UGM inh	Mtb FBA inh	BioA inh	Rv3671c inh	VHR inh abs	BoNT F protease	GDH-TPI inh	FadD28 FP inh
13	CCN1CCN(Cc2ccc(NC(=O)c3ccc(C)c(NC(=O)C(=O)c4c[nH]c5ccccc45)c3)cc2C(F)(F)F)CC1	4&6	-48&-55&-62	1.1&-3.8	0&6&7	-0.1&-1.8&-4.6	-74&-53	17&-12	-15&-14&-25	5&12&6	55*!
14	COCCN(CCOC)C(=S)Nc1cc(S(=O)(=O)N(C)C)ccc1C	11	-7	1.7	4	0.0	-8	6	-2	0	-2.7
15	COc1ccc(NC(=S)N2CCC(Cc3ccccc3)CC2)cc1	-11	4	0.7	-3	4.2	.	11	4	7	-3.8
16	Cc1nc2ccc(NC(=O)c3ccc(C)c(S(=O)(=O)N4CCOCC4)c3)cc2s1	7	10	-0.3	1	0.6	-8	.	-10	7	-1.0
17	O=Cc1nc(-c2ccc(Cl)cc2)n2ccccc12	0	-2	-0.3	5	.	-5	13	3	20	0.3
18	CCN(C(=O)CN1C(=O)S/C(=C\c2ccccc2OC)C1=O)C1CCS(=O)(=O)C1 (configuration not stated)	13	9	-1.2	-1	-1.4	-3	-27	-6	10	-2.4
19	CCNc1oc(-c2ccccc2F)nc1S(=O)(=O)c1ccccc1	.	2	-0.3	1	-0.6	2	11	6	11	-1.0
20	CC12CC(NC(=O)N1CCc1ccccc1)c1ccccc1O2 (configuration not stated)	0	1	0.7	2	2.1	0	5	-10	-4	-3.6
21	CC(=O)Nc1ccc(-c2ccnc3c2CC(C)(C(=O)Nc2ccc4c(c2)OCO4)O3)cc1 (configuration not stated)	11	.	.	0	4.5	.	.	-10	14	-3.2
22	O=c1c([N+](=O)[O-])cn(O)cc1[N+](=O)[O-]	1	8	.	-12	.	.	.	3	8	-1.2
23	Cc1noc(C)c1S(=O)(=O)N(C)C[C@H]1Oc2c(NC(=O)Nc3ccc4c(c3)OCO4)cccc2C(=O)N([C@H](C)CO)C[C@@H]1C	11	1	.	0	-0.8	7	.	-1	2	1.8
24	Clc1cccc(N2CCN(c3ncnc4nc[nH]c34)CC2)c1	-6	1	-1.6	1	.	-3	-9	-3	3	-0.5

# Pulled by compound from the list above (4):
No.	SMILES	CCHFV vOTU inh	MazEF act	Mtb UGM inh	Mtb FBA inh	BioA inh	Rv3671c inh	VHR inh abs	BoNT F protease	GDH-TPI inh	FadD28 FP inh
16	Cc1nc2ccc(NC(=O)c3ccc(C)c(S(=O)(=O)N4CCOCC4)c3)cc2s1	7	10	-0.3	1	0.6	-8	.	-10	7	-1.0
17	O=Cc1nc(-c2ccc(Cl)cc2)n2ccccc12	0	-2	-0.3	5	.	-5	13	3	20	0.3
9	COc1ccc(/C=N/NC(=O)c2nonc2C)cc1	17	1	2.3	-2	.	-10	10	0	10	1.0
13	CCN1CCN(Cc2ccc(NC(=O)c3ccc(C)c(NC(=O)C(=O)c4c[nH]c5ccccc45)c3)cc2C(F)(F)F)CC1	4&6	-48&-55&-62	1.1&-3.8	0&6&7	-0.1&-1.8&-4.6	-74&-53	17&-12	-15&-14&-25	5&12&6	55*!

# Remaining list, next part:
No.	SMILES	CCHFV vOTU inh	MazEF act	Mtb UGM inh	Mtb FBA inh	BioA inh	Rv3671c inh	VHR inh abs	BoNT F protease	GDH-TPI inh	FadD28 FP inh
25	CCOC(=O)C1=C(N)OC2=C(C(=O)CC(C)(C)C2)C12C(=O)Nc1ccccc12 (configuration not stated)	-10	-1	1.4	5	-1.9	7	29	5	-7	-0.8
26	COCCNC(=O)c1ccc2c(c1)S(=O)(=O)c1ccccc1C2=O	-7	-3	3.3	-1	0.4	3	.	0	-7	-1.5
27	COC(=O)Cn1c2c(c3cc(C)ccc31)CCCC2NC(C)c1ccccc1 (configuration not stated)	-8	-1	-1.3	0	.	3	8	?	-6	-2.5
28	C1=C(CCNc2ncnc3nc[nH]c23)CCCC1	-3	4	2.4	-3	-0.2	4	16	-7	-1	-2.6
29	NC(COCc1ccccc1)c1csc(Nc2nncc3ccccc23)n1 (configuration not stated)	-3	.	.	2	0.5	.	.	-21	10	-8.3
30	O=C(Nc1ccc(Cl)cn1)c1cnn2cccnc12	5	15	0.3	2	1.9	-6	14	9	16	-3.3
31	CN1CC(C(=O)c2ccccc2)C(C(=O)c2ccccc2)C1 (configuration not stated)	6	8	3.1	1	0.0	-4	-33	?	0	0.6
32	N#C/C(=C(/O)COC(=O)COc1ccc(Cl)cc1)c1nc2ccccc2[nH]1	11	18	3.5	-1	.	-17	-17	-4	6	1.4
33	COc1cc(OC)cc(-c2cc3ccccc3c(=O)o2)c1	5	-11	3.5	19	3.5	-6	.	-6	13	-8.2
34	O=C1NC2(CCC3(CC2)OCCO3)NN1c1ccccc1	-9	1	1.2	3	.	7	18	-3	-3	1.5
35	CC(C)CC(c1nnnn1C(C)C)N1CCN(C(=O)c2ccco2)CC1 (configuration not stated)	-11	3	-1.2	1	0.0	-2	.	5	3	-1.9
36	Cc1cc(C(=O)Nc2cc(S(C)(=O)=O)ccc2Cl)no1	-4	3	0.8	-3	-4.1	-3	.	3	3	-2.1

# Overlap with the part before: 3 compounds, then new ones.
No.	SMILES	CCHFV vOTU inh	MazEF act	Mtb UGM inh	Mtb FBA inh	BioA inh	Rv3671c inh	VHR inh abs	BoNT F protease	GDH-TPI inh	FadD28 FP inh
34	O=C1NC2(CCC3(CC2)OCCO3)NN1c1ccccc1	-9	1	1.2	3	.	7	18	-3	-3	1.5
35	CC(C)CC(c1nnnn1C(C)C)N1CCN(C(=O)c2ccco2)CC1 (configuration not stated)	-11	3	-1.2	1	0.0	-2	.	5	3	-1.9
36	Cc1cc(C(=O)Nc2cc(S(C)(=O)=O)ccc2Cl)no1	-4	3	0.8	-3	-4.1	-3	.	3	3	-2.1
37	Cc1c(C(=O)NN)sc(-c2ccccc2)c1C#N	-8	-17	-1.4	3	.	5	15	-5	0	-0.7
38	CC(=O)c1cccc(NC(=O)c2cc(S(=O)(=O)N3CCCCC3)ccc2N2CCOCC2)c1	-12	7	.	1	0.3	.	.	-3	9	-0.4
39	C[C@H](NC(=O)c1nc[nH]c1C(=O)NCc1ccccc1)C(=O)OCc1ccccc1	14	-4	1.3	-1	-1.5	-5	20	-5	0	0.9
40	CCCn1nnc(NC(=O)c2cccc(OCc3ccccc3)c2)n1	8	0	0.4	-3	0.9	0	17	-8	0	-1.3
41	Cn1cnc2c1c(=O)n(Cc1ccccc1)c(=O)n2C	2	6	2.4	1	0.3	2	29	4	-6	1.5
42	CCC1CCCCN1CCCNC(=O)CN1C(=O)COc2ccc(S(=O)(=O)N3CCOCC3)cc21 (configuration not stated)	3	0	0.6	1	0.6	-1	61	-12	-6	-0.2
43	Cc1ccc(OCCNC(=O)c2ccccc2SCC(=O)N2CCCC2)cc1	0	-4	-2.2	-2	-0.1	-7	.	-3	-3	-4.0
44	CCNC(=O)CN1C(=O)NC(Cc2ccccc2)(Cc2ccccc2)C1=O	-18	2	-0.9	-1	-1.5	5	13	0	-5	-3.7
45	Cc1noc(C)c1C(=O)Nc1sc(C)c(C)c1C#N	15	-4	2.7	5	-1.0	-12	-15	-2	22	-1.4
46	Cc1cccc(Nc2ncccc2C(=O)O)c1C	2	-15	-2.4	-3	-1.0	5	0	-10	17	-1.6
47	O=C(/C=C/c1ccc(S(=O)(=O)NCc2ccco2)cc1)NCc1cccc(Cl)c1	19	10	-0.6	1	0.7	-61	3	-5	5	-7.6
48	CC(C)CCNC(=O)c1cc(C(=O)c2cc(F)ccc2O)cn(CCC(C)C)c1=O	-9	-1	-2.1	1	.	6	18	1	4	-1.8

# Other entries follow.
No.	SMILES	CCHFV vOTU inh	MazEF act	Mtb UGM inh	Mtb FBA inh	BioA inh	Rv3671c inh	VHR inh abs	BoNT F protease	GDH-TPI inh	FadD28 FP inh
49	COC(=O)C1=C(C)N(Cc2ccccc2)C(=NCCc2c[nH]c3ccccc23)N[C@H]1c1cccc(F)c1	1	17	-4.7	0	1.5	3	.	-21	-6	-6.7
50	O=C(Nc1nc2ccccc2s1)c1cnccn1	-2	1	-0.8	-3	-2.4	1	35	-5	14	-1.5
51	CCOc1ccc(C(=O)NCC(=O)N2CC=C(c3ccccc3)CC2)cc1OCC	-7	0	-2.8	0	0.3	0	.	0	-2	-2.2
52	COc1cc(NC(=O)c2cc(-c3cccc(O)c3)on2)cc(OC)c1OC	18	9	-2.8	0	-0.8	-14	13	-10	3	-1.9
53	CCOC(=O)[C@@H]1[C@H]2COc3ccccc3[C@@H]2N2C(=O)N(c3ccc(C)cc3)C(=O)[C@@]12C	4	2	-1.5	0	-0.2	3	.	-3	4	-1.6
54	COc1ccc(CCC(=O)Nc2cc([N+](=O)[O-])ccc2OC)cc1	-2	11	0.3	1	.	-10	23	-3	6	0.0
55	CC(=O)c1c(C(C)=O)c(C)n(-c2cccc3cccnc23)c1C	-3	3	-1.4	2	0.5	5	6	-9	1	-0.2
56	COC(=O)C1=C(C)Nc2ncnn2C1c1ccco1 (configuration not stated)	7	-1	-2.1	2	1.1	-4	7	-1	0	-0.4
57	O=C1c2ccncc2C(=O)N1C1CCCCC1	2	-15	5.7	3	-0.1	-3	24	4	14	-1.7
58	CC(=O)NC(NC(=S)Nc1ccccc1Br)C(Cl)(Cl)Cl (configuration not stated)	19	4	-0.4	-1	.	-1	29	2	3	-3.6
59	COc1ccc(CN2C(=O)C(CC(C)C)Nc3ncnc(N4CCOCC4)c32)cc1 (configuration not stated)	4	0	-3.9	2	-0.5	10	.	-5	2	0.8
60	COc1ccc(CN2CCNC(=O)C2CC(=O)N(C)Cc2ccno2)c(F)c1 (configuration not stated)	-5	-4	-0.3	-1	-0.2	-8	19	-4	3	0.9
61	COc1ccc(CN2C(=O)c3ccc(C(=O)O)cc3C2=O)cc1	23	6	0.7	-2	-0.8	2	22	-1	-11	-2.9

# Some values from the list:
# In Mtb UGM inh, O=C(Nc1nc2ccccc2s1)c1cnccn1 reads -0.8
# In CCHFV vOTU inh, CC(=O)NC(NC(=S)Nc1ccccc1Br)C(Cl)(Cl)Cl (configuration not stated) reads 19
